Nrf2 block – Nrf2 qHTS screen for inhibitors. AID 504444, 2011. actives 2.1% (n = 360,000). Potency, µM (doses to about 46 µM), inactives show top-dose activity change, negative = inhibition, actives largely listed as inhibitors. A549 ARE-Fluc reporter, luciferase luminescence, 18-24 h; note: potency is the fitted concentration of half-maximal effect; % is set by controls: 0 for no effect and ±100 for the full control effect; nearly all actives have a fitted effect of over 60% in size
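Concentration-response testing used A549 ARE_Fluc cells at 5000 cells/well. Following an 18-24 h compound incubation, viability was read by fluorescence (Ex 405/Em 525) and luciferase output by luminescence.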
ATXN2 expr inh – Primary qHTS for Inhibitors of ATXN expression; AID 1745845, 2022; HEK-293 ATXN2-luciferase reporter, luminescence, 24 h; Potency, µM (series often up to 57 µM), inactives show at the top dose activity change, negative = inhibition, actives largely listed as inhibitors; actives 0.72% (n = 360,000); note: potency is the fitted concentration of half-maximal effect; % is set by controls: 0 for no effect and ±100 for the full control effect; nearly all actives have a fitted effect of over 55% in size
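qHTS (up to 57 uM final) was run with 24 h compound exposure of reporter cells at 37 °C. Each well was multiplexed: SteadyGlo luminescence measured ATXN2-luciferase expression after a fluorogenic Gly-Phe-AFC viability readout (25 uM final).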
HepG2 viability – qHTS for Inhibitors of TGF-b: Cytotox Counterscreen | HepG2 CAGA-GFP viability, ATP luminescence, 18 h | Potency, µM (series often up to 46.1 µM), inactives show at the highest dose activity change, negative = cytotoxicity, usual class: cytotoxic | actives 0.76% (n = 410,000) | AID 588856, 2011; note: potency is the fitted concentration of half-maximal effect; some results filed as inactive show a strong effect at the top dose
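CellTiter-Glo luminescence gave cytotoxicity after 18 hours at 37 degrees C. The cells were HepG2 CAGA-GFP in 1% FBS DMEM, stimulated with 500 pg/mL TGF-beta after compound addition. %Activity was normalised to no-cell wells (complete cell-killing) and DMSO (no toxicity), and curves were fitted and classified.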
A549 viability – Nrf2 qHTS screen for inhibitors: counterscreen for cytotoxicity; AID 504648, 2011; A549 ARE-Fluc cells, CellTiter-Fluor viability, 18-24 h; actives 0.16% (n = 390,000); Potency, µM (titrated, usually from 46 µM), without a hit: at the highest dose activity change, negative = cytotoxicity, hits mostly inhibitors; note: potency is the fitted concentration of half-maximal effect; % is set by controls: 0 for no effect and ±100 for the full control effect
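Cytotoxicity counterscreen: CellTiter-Fluor fluorescence was measured in A549 ARE_Fluc cells after 18-24 h of compound exposure in a concentration series. The subsequent BugLite luminescent read reports ARE-luciferase activity.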
Nrf2 ARE act – qHTS of Nrf2 Activators. Potency, µM (doses to about 46.1 µM), for inactives: at the highest dose activation, most hits filed as activators. AREc32 ARE-luciferase reporter (MCF7-derived line), luminescence, 24 h. actives 0.31% (n = 410,000). AID 624171, 2012; note: potency is the fitted concentration of half-maximal effect; % of control where 0% means no effect; nearly all actives have a fitted effect of over 65% in size
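Quantitative high-throughput format: AREc32 reporter cells, 1000 per well, received compound by pin transfer and were incubated 24 hr at 37 deg C, 5% CO2, before Steady-Glo luminescence detection.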
MCF10A rereplic – A quantitative high throughput screen for small molecules that induce DNA re-replication in MCF 10a normal breast cells | Potency, µM (series often up to 46.1 µM), without a hit: top-dose activity, positive = re-replication, hits mostly activators | actives 2.9% (n = 350,000) | MCF 10A DNA re-replication, Hoechst nuclear intensity, 48 h; note: potency is the fitted concentration of half-maximal effect; % of control where 0% means no effect; nearly all actives have a fitted effect of over 50% in size
S2 tox – Viability Counterscreen for Primary qHTS for Inhibitors of ATXN expression | S2 cells (HEK-293 line with an ATXN2-luciferase reporter) viability, CellTiter-Fluor protease fluorescence, 24 h | Potency, µM (titrated, usually from 56.7 µM), usual class: cytotoxic | actives 0.49% (n = 400,000); note: potency is the fitted concentration of half-maximal effect; nearly all actives have a fitted effect of over 40% in size
IL1B secr inh – qHTS for Inhibitors of Inflammasome Signaling: IL-1-beta AlphaLISA Primary Screen; THP-1 LPS/ATP IL-1B secretion, AlphaLISA, 16 h; hits give low values; activity change, % at 57.5 µM; actives 4.7% (n = 360,000); AID 743279, 2014; in the data active = activity change below about -50%; inconclusive = mostly about -30% to -49%; note: % is set by controls: 0 for no effect and ±100 for the full control effect
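Secreted IL-1B measured by AlphaLISA bead assay after 16 h compound exposure of THP-1 cells; compounds (final up to 57.5 uM) added 1 h before LPS (250 ng/mL) and ATP (1.25 mM) stimulation; lower signal means less secretion.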
TGFb SMAD3 inh – qHTS for Inhibitors of TGF-b; Potency, µM (highest dose often 46.1 µM), inactives show top-dose activity, negative = inhibition, most hits filed as inhibitors; actives 1.2% (n = 410,000); HepG2 CAGA-GFP TGF-b/SMAD3 reporter, GFP fluorescence, 18 h; TGF-beta stimulated, 500 pg/mL final; note: potency is the fitted concentration of half-maximal effect; % is set by controls: 0 for no effect and ±100 for the full control effect; nearly all actives have a fitted effect of over 65% in size
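HEPG2 CAGA-GFP cells (1000/well, DMEM with 1% FBS) were pre-incubated 2 h at 37 degrees C, given compound by pin tool, then stimulated with TGF-beta at 500 pg/mL final for 18 h before per-cell GFP fluorescence imaging.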
The depositor's hits bear a star; i = inactive; ? = inconclusive; nt = no result given; & = joins results of further samples; [ ] = another dose, or the depositor's remark. Unless noted, calls come from the whole dose curve; as a rule, active = well fitted curve in the direction sought with a large enough effect; inconclusive = small, poorly fitted or top-dose-only effect, or another doubt; inactive = no such curve, though single readings can be large; an effect the other way counts as inactive or inconclusive.

Order of values: Nrf2 block | MCF10A rereplic | S2 tox | TGFb SMAD3 inh | Nrf2 ARE act | IL1B secr inh | HepG2 viability | A549 viability | ATXN2 expr inh
> Cc1ccc(-n2nc(CC#N)c(C#N)c2N)cc1
  -11% | -7% | i | -9% | -0.1% | 20 | 0% | -1% | 19%
> Cn1cccc1C(=O)NCC(c1ccc(F)cc1)N1CCOCC1 (stereo unspecified)
  11% | 29% | i | 1% | -0.1% | -16 | -3% | 10% | 9%
> CCOC(=O)c1cc(C#N)c(SCC(=O)c2cc(C#N)c(SC)nc2C)nc1C
  11% | 3% | i | -11% | -0.9% | 50 | -4% | -3% | -25%
> Cc1ccsc1/C=C1\SC(N2CCOCC2)=NC1=O
  ? | -5% | i | 4% | 4.6% | -26 | -1% | -5% | 0%
> O=C(NCCCCc1ccccc1)C12CN(Cc3ccccc3)CC1C(c1cccc([N+](=O)[O-])c1)=NO2 (stereo unspecified)
  -13% | -14% | i | -11% | 8.8% | -6 | -26% | 3% | -6%
> COc1cc(OC)cc(C(=O)NC(=S)Nc2cccnc2)c1
  2% | -9% | i | -5% | 3.7% | -27 | -13% | -6% | 6%
> CC1=C(C(=O)OC(C)C)C(c2c[nH]c3ccccc23)n2ncnc2N1 (stereo unspecified)
  -15% | -1% | i | -14% | 3.5% | 35 | -17% | 11% | -31%
> COC(=O)C1=CN(Cc2ccccc2)C=C(C(=O)OC)C1c1cc(F)ccc1F
  ? | 21µM* | nt | 0% | 2.9% | -23 | -21% | -2% | -12%
> O=S(=O)(Nc1cc(Sc2cccc3cccnc23)c(O)c2ccccc12)c1ccc(F)cc1
  ? | 10µM* | 4µM* | 0.79µM* | -2.9% | -98* | 1.1µM* | ? | ?
> O=C(COC(=O)c1ccc(S(=O)(=O)N2CCCC2)cc1)NCc1ccccc1
  10% | 1% | i | -4% | -1.1% | 12 | -1% | -7% | -6%
> CCc1ccc(NC(=O)CSC2=Nc3ccccc3C3=NC(CCC(=O)NCc4ccco4)C(=O)N23)cc1 (stereo unspecified)
  nt | nt | nt | 2% | -0.7% | nt | 2% | 3% | nt
> CCc1ccc(S(=O)(=O)NCc2ccc(C(=O)NCCN(Cc3ccccc3)C(C)C)cc2)cc1
  nt | nt | ? | ? | 3.4% | -12 | -30% | nt | ?
> C=CCN(CC=C)CCOc1ccccc1
  12% | -2% | i | 1% | -0.8% | -7 | -57% | 8% | -4%
> C[C@H](NC(=O)Cc1cccc2ccccc12)C(=O)N1CCCN(C)CC1
  9% | 0% | i | 8% | 0.2% | -10 | -14% | 7% | -8%
> CCOC(=O)C1CCCN(S(=O)(=O)CCNC(=O)c2cccc(OC)c2)C1 (stereo unspecified)
  18µM* | ? | i | -8% | 0.6% | -68* | -11% | -2% | 0%
> CC(C)SCCCOc1ccc(C(C)(C)C)cc1
  ? | 7% | i | 27% | 0.2% | 16 | 18% | -3% | 28%
> CCc1ccc(CNCc2c(C(=O)O)c(C)n(Cc3c(F)cccc3Cl)c2C)cc1
  -11% | nt | i | -14% | 6.5% | nt | -20% | -16% | -9%
> COc1ccccc1CCC(=O)N1CCN(S(=O)(=O)c2cccc(F)c2)CC1
  -4% | 5% | i | 0% | -0.1% | 11 | -30% | -8% | 1%
> COc1ccc(-c2cn(Cc3ccc(C)cc3)nn2)cc1
  ? | 16% | i | -2%&-4% | 3.7% | 10 | 0%&-15% | 0% | 24%
> Clc1cccc(Cl)c1/C=C/c1nc2ccccc2[nH]1
  ? | 29% | ? | ? | 6.4% | -26 | -40% | 0% | 106%[activator]
> CCCCCCn1c(SCC(=O)c2c(N)n(C)c(=O)n(C)c2=O)nc2ccccc21
  8% | -2% | i | -16% | -0.3% | 25 | 12% | -7% | 6%
> CCS(=O)(=O)CCSc1nc(C)cc(C)c1C#N
  0% | 6% | i | -2% | 0.0% | 34 | -46% | -1% | 4%
> CCNC(=O)Oc1ccc(-c2csnn2)cc1
  -11% | -3% | i | 0% | -0.4% | -7 | 3% | 0% | -7%
> Cc1cc(CSc2ccccc2C(=O)O)on1
  -14% | -2% | i | 3% | -1.1% | 19 | 4% | -4% | 17%
> NC(=O)COC(=O)[C@H](Cc1ccccc1)NS(=O)(=O)c1ccc2c(c1)OCCO2
  16% | 2% | i | -11% | 1.9% | 19 | -9% | 3% | 15%
> O=C(Nc1cccc2ncccc12)c1ccccc1[N+](=O)[O-]
  11% | -17% | i | 8% | -0.1%[9.22 µM] | 55 | 4% | -4% | -4%
> CC(C)C(NC(=O)c1c(F)cccc1F)C(=O)NCC(c1ccccc1)N(C)C (stereo unspecified)
  ? | ? | i | 0% | -0.5% | 16 | 2% | 5% | 4%
> O=C1CCCC(O)=C1C1C2=C(CCCC2=O)Oc2ccccc21 (stereo unspecified)
  10% | 14% | i | -11% | 9.2% | -2 | 1% | -8% | 10%
> O=C(NNC(=O)c1nn(-c2ccc(F)cc2)ccc1=O)c1ccc(Cl)cc1
  -2% | 5% | ? | 27% | -0.6% | -1 | -2% | 0% | -8%
> Cc1ccc2oc(-c3ccc(C)c(NC(=O)/C=C/c4ccco4)c3)nc2c1
  ? | nt | i | -11% | ? | nt | -18% | 5% | 30%

Arranged by value in IL1B secr inh (descending): three from the list above.
mol	IL1B secr inh
CCS(=O)(=O)CCSc1nc(C)cc(C)c1C#N	34
O=C(NNC(=O)c1nn(-c2ccc(F)cc2)ccc1=O)c1ccc(Cl)cc1	-1
O=C(NCCCCc1ccccc1)C12CN(Cc3ccccc3)CC1C(c1cccc([N+](=O)[O-])c1)=NO2 (stereo unspecified)	-6

Continuation.
Order of values: Nrf2 block | MCF10A rereplic | S2 tox | TGFb SMAD3 inh | Nrf2 ARE act | IL1B secr inh | HepG2 viability | A549 viability | ATXN2 expr inh
> O=C(O)c1cccc(NS(=O)(=O)c2ccc(S(=O)(=O)N3CCOCC3)cc2)c1
  14% | -10% | i | -2% | 0.1% | 5 | 5% | -2% | 4%
> O=C(NCCc1ccccc1Cl)c1cc2ccccn2n1
  ? | nt | nt | 0% | 3.5% | nt | -22% | -5% | nt
> CC1(C(=O)Oc2ccccc2)Cc2ccccc2C(=O)O1 (stereo unspecified)
  29% | -4% | i | 10% | -1.2% | 1 | 37% | 1% | nt
> CCOC(=O)[C@H](CCc1ccccc1)N[C@@H](C)C(=O)N1CCC[C@H]1C(=O)O
  ? | -7%&12% | i | 1%&10% | -0.3%&0.3% | 0&0 | -3%&-11% | -13%&-1% | 2%&-2%&1%
> O=C(C1CCN(S(=O)(=O)c2cccc3nsnc23)CC1)N1CCN(c2ccccc2F)CC1
  -16% | 10% | i | -9% | -0.8% | -1 | -12% | 0% | 0%
> c1ccc(NCc2nnc3n2CCCCC3)cc1
  3% | 7% | i | -11% | -0.3% | -15 | -1% | -3% | 7%
> Cc1ccc2c(CC(=O)Nc3ccc(F)c(S(=O)(=O)N4CCOCC4)c3)coc2c1
  2% | -1% | i | ? | 7.3% | -2 | -7% | 0% | -15%
> O=C(Nc1nnc(-c2ccc3c(c2)OCCO3)o1)c1ccc(Cc2ccccc2)cc1
  ? | 1% | 25µM* | ? | -0.8% | 5 | -23% | -11% | ?
> Cc1onc(-c2c(Cl)cccc2Cl)c1C(=O)Nc1ccc2c(c1)OCO2
  -25% | -2% | i | -29% | -0.3% | 11 | -22% | 0% | -7%
> O=C(O)c1ccccc1-c1c2cc(I)c(=O)c(I)c-2oc2c(I)c(O)c(I)cc12
  -27% | -36%[inhibitor] | 4.5µM* | 31%&63%[activator] | -0.7% | -10 | -13%&-33% | 9.2µM* | -24%
> Cc1cc(=O)n(CC(=O)Nc2cc(Cl)ccc2C)c(C(C)C)n1
  3% | -1% | i | -18% | -0.7% | 5 | -3% | 13% | nt
> CC(=O)N1CCN(C2=NC(=O)C(=C3CCCCC3)S2)CC1
  ? | -1% | i | 3% | 2.2% | 24 | -3% | 4% | 24%
> CC(=O)Nc1c(O)n(C)c2ccccc12
  0% | 3% | i | -6% | -0.2% | -6 | -21% | 1%[1.84 µM] | 3%
> O=C(CSc1nc2ccccc2nc1N1CCOCC1)N1CCN(c2ccccc2)CC1
  0% | -2% | ? | ? | -0.1% | -27 | -1% | 0% | -35%
> CCCCN(C1CCS(=O)(=O)C1)S(=O)(=O)c1cc(C)ccc1C (stereo unspecified)
  -20% | 0% | i | -17% | -0.6% | 6 | -14% | -8% | 1%
> CC(C)c1nnc(NC(=O)C2CCN(c3nc4ccccc4s3)CC2)s1
  ? | ? | i | 41%[activator] | -0.4% | -9 | -6% | ? | 0%
> CSc1ccc(C(=O)Nc2ccc(-c3nc4ccccc4s3)c(O)c2)cc1
  nt | nt | ? | 3% | -0.5% | nt | -3% | 0% | -3%
> CNC(=O)/C=C1\NC(C)(C)Cc2ccccc21
  3% | 2% | i | ? | 6.0% | 7 | -56% | -5% | 1%
> CC(C)(CNC(=O)c1cc2c(s1)CCCC2)N1CCOCC1
  18% | 14% | i | -3% | 0.4% | -3 | -18% | 30% | -6%
> Cc1ccccc1CN1CCNC(=O)C1CC(=O)N(C)CCC1CCOCC1 (stereo unspecified)
  2% | 1% | i | 9% | -0.5% | 0 | 1% | -8% | 8%
> CCCCN(c1ccccc1)S(=O)(=O)N(C)C
  8% | 1% | i | -16% | -0.1% | 16 | 8% | 1% | -5%
> CCc1ccccc1NC(=O)CCS(=O)(=O)c1ccc(OC)cc1
  3% | 0% | i | 8% | -0.4% | -4 | -6% | 2% | -12%
> O=C(CSc1nnc(-c2ccccn2)n1Cc1ccco1)Nc1ccc2c(c1)OCO2
  -15% | 4% | i | -1% | 0.3% | -11 | -6% | -2% | -8%
> CN(CC(=O)Nc1ccc(F)cc1)C(=O)c1cccc(NS(=O)(=O)c2ccccc2)c1
  5% | -6% | i | -1% | 0.1% | -11 | 2% | -5% | 12%

Assay outcomes from PubChem BioAssay.
